High-throughput results as filed in PubChem BioAssay.
sEH inhibitor = soluble epoxide hydrolase inhibitors, primary screen, biochemical, human sEH. actives 0.34% (n = 91,000). recombinant human sEH enzymatic activity assay. inhibition, % at 2 µM. Bifunctional epoxide hydrolase 2 (Homo sapiens), P34913; in the data active = inhibition above about 80%; also: values of inactives mirror those of a sister screen read the other way; many of its hits are not listed in these tables
Candida biofilm = clotrimazole potentiators killing Candida biofilms, primary screen, with clotrimazole, Alamar Blue. C. albicans biofilm + clotrimazole. AID 834, 2007. actives 0.14% (n = 85,000). inhibition, % at 6 µM;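 active = inhibition above 20%; inactive = inhibition below 20%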;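 also: preformed 24 hr biofilms exposed to compound for 48 hr; 0% = biofilm without compound and 100% = blank killed by clotrimazole plus chlorhexidine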
Smad3 FoxH1 inh = Smad3/FoxH1 peptide binding inhibitors, primary screen, biochemical, TR-FRET; AID 630, 2007; inhibition, % at 25 µM; actives 0.29% (n = 88,000); Mothers against decapentaplegic homolog 3 (Homo sapiens), P84022; TR-FRET Smad3/Dy647-FoxH1 peptide binding, europium anti-His;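 active = compounds that reduce the energy-transfer binding signal between the protein and its labelled peptide by more than half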;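 also: 0% = Smad3 plus labelled peptide maximal FRET and 100% = peptide-only background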
Target sequence (P84022 whole entry, looked up): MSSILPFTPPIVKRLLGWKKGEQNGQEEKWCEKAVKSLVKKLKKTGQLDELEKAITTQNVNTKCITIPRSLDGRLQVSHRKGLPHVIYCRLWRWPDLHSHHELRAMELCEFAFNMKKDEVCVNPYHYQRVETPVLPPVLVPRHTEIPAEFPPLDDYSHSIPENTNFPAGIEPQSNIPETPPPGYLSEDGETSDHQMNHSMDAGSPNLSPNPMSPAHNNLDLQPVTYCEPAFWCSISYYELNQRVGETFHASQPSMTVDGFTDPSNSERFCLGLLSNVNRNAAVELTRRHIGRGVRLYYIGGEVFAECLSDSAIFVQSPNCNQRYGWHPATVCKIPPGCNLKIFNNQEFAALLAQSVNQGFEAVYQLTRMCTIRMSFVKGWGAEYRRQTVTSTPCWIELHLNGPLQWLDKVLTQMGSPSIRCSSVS
ERb coact inh = inhibitors of ERβ-SRC1 coactivator interaction, primary screen, biochemical, TR-FRET, ERβ LBD, SRC-1 peptide; Estrogen receptor beta (Homo sapiens), Q92731; TR-FRET ER-beta LBD / SRC1-Cy5 peptide binding; receptor agonist-loaded with 1 µM estradiol; inhibition, % at 25.6 µM; actives 1.3% (n = 86,000);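 active = compounds whose percent inhibition of the receptor-coactivator binding signal exceeds about 50% in the single-dose screen, limit read from the data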;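 also: 0% = receptor plus peptide wells without compound and 100% = peptide-only wells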
Target sequence (Q92731 whole entry, looked up, the tested form may be a part): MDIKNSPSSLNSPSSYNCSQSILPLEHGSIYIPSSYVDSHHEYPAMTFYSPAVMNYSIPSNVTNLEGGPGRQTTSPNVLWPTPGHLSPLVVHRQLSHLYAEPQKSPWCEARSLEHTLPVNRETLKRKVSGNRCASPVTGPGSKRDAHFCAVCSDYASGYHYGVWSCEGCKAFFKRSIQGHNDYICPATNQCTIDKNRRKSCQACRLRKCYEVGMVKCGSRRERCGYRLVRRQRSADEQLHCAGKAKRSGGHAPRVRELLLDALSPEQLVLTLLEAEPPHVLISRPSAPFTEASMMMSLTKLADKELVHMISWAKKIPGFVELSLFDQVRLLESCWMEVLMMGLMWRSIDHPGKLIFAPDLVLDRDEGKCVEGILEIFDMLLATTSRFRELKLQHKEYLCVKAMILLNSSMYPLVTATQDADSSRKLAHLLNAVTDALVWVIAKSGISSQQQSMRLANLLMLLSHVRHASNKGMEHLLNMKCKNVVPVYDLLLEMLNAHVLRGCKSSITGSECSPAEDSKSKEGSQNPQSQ
HUVEC tox IL1B = cytotoxicity in IL-1B stimulated HUVEC, primary screen, cytotoxicity control for IL-1B NFkB translocation project, imaging, Hoechst nuclear count, IL-1B stimulus | HUVEC cell count loss | cell count reduction, % at 2 µM | actives 0.41% (n = 94,000);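 active = cell count reduction more than 3 SD above the screen-wide mean, cut at about 70% in these data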;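 also: normalized per plate to untreated control cells as the no-loss baseline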
sEH act = soluble epoxide hydrolase activators, primary screen, biochemical, human sEH; purified human sEH enzymatic activity, activator screen; actives 0.04% (n = 91,000); activation, % at 2 µM; AID 717, 2007; Bifunctional epoxide hydrolase 2 (Homo sapiens), P34913; in the data active = activation above about 37%; also: values of inactives mirror those of a sister screen read the other way
F-actin modifier = modifiers of F-actin cytoskeleton organization, primary screen, imaging, HUVEC, phalloidin staining, high-content imaging; HUVEC TNFa F-actin phalloidin imaging; inhibition, % at 2 µM; actives 0.18% (n = 91,000); AID 836, 2007;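 active = inhibition above the batch mean plus 3 SD and confirmed as a hit by visual image inspection, cut at about 30% in these data, passing the limit was not always enough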; also: strong numbers were not always called active
TNFa cytotox = cytotoxicity in TNFa-stimulated HUVEC, primary screen, cytotoxicity control for VCAM1 expression modulator project, imaging, Hoechst nuclei count | cell count reduction, % at 2 µM | actives 0.17% (n = 93,000) | HUVEC TNFalpha-stimulated, Hoechst cell count;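 active = cell count reduction exceeding the screen mean by over 5 SD, scaled to untreated wells per plate, cut at about 78% in these data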;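 also: cells counted after 24 h of TNF alpha exposure following the 1 h pretreatment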
VCAM1 TNFa inh = inhibitors of TNFa-induced VCAM1 expression, primary screen, imaging, HUVEC, TNFa stimulus, immunofluorescence. HUVEC TNFa-induced VCAM-1 immunofluorescence, high-content imaging. inhibition, % at 2 µM. actives 0.48% (n = 95,000). AID 802, 2007;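 active = inhibition above the batch mean plus 3 SD, with images confirmed as a hit by eye, cut at about 37% in these data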;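 also: 0% = TNF-stimulated DMSO wells and 100% = unstimulated control wells; not every result past the cut was called active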
* marks the source's active call; other numbers are inactive results; / = not tested or not shown; [ ] = remark or other dose.

Every second line gives: sEH inhibitor	Candida biofilm	Smad3 FoxH1 inh	ERb coact inh	HUVEC tox IL1B	sEH act	F-actin modifier	TNFa cytotox	VCAM1 TNFa inh
- COc1ccc(N2C(=O)C3CCCN3C2c2cccs2)cc1 (stereo unspecified)
→ 9.6	1.5	-2.3	-13.6	-1.4	-11.0	-9.9	-8.6	0.5
- O=C(C1CCN(S(=O)(=O)c2cccc3nsnc23)CC1)N1CCn2c1nc1ccccc12
→ 6.4	0.0	9.1	-8.3	-17.5	-8.5	-42.0	10.3	-10.3
- CCC(c1nnnn1Cc1ccco1)N(CCN1CCOCC1)Cc1cc2cc(C)ccc2[nH]c1=O (stereo unspecified)
→ /	-4.2	7.2	-1.8[fluorescence artefact?]	-17.9	/	4.0	-19.3	-8.6
- c1ccc2[nH]c(SN3CCOCC3)nc2c1
→ -4.6	3.5	11.2	-3.3[fluorescence artefact?]	0.4	4.1	-3.1	-2.8	12.6
- Cc1c(C(=O)COC(C)(C)C)[nH]c2ccccc12
→ -3.5	8.3	-4.2	0.7	-61.6	0.8	22.8	8.7	-21.0
- O=C(Cn1cnc2c(cnn2-c2ccccc2)c1=O)NCc1ccccc1
→ -3.1	0.7	-14.2	-7.0	27.4	0.9	-43.8	0.0	8.3
- Cc1cc2ccccc2n1CCNC(=O)c1ccc(S(=O)(=O)N2CCCCC2)cc1
→ -0.4	6.3	5.0	26.1[fluorescence artefact?]	-5.9	-1.2	-2.0	-18.6	15.7
- O=C(c1cc2ccccc2oc1=O)N(Cc1ccccc1)CC1CCCO1 (stereo unspecified)
→ 10.9	8.1	3.2	4.8	3.6	-5.9	12.1	-42.7	11.9
- Cc1cccc(/C=C2/SC(=O)N(Cc3ccccc3)C2=O)n1
→ 13.9	/	/	/	9.5	-12.1	1.7	-14.8	-32.2
- COC(=O)c1ccc(NC(=S)NC(=O)c2cc(-c3ccccc3)nc3ccccc23)cc1
→ -1.8	/	/	/	16.7	0.9	-8.6	3.0	8.3
- CCOC(=O)c1sc(NC(=O)c2cc(-c3ccccc3)nc3ccccc23)c(C#N)c1C
→ -3.1	/	/	/	-14.3	3.2	-6.0	7.2	-4.8
- Cc1cccc(CSCCNC(=O)c2ccc(N(C)S(=O)(=O)c3ccccc3)cc2)c1
→ 39.0	/	/	/	-32.3	-37.5	-33.9	10.2	-1.1
- Cc1ccc2ccccc2c1COC(=O)c1nonc1N
→ 6.2	5.4	8.8	-2.9[fluorescence artefact?]	-20.5	-1.0	-12.2	-12.7	4.1
- Cc1ccc2c(c1)nnn2C1CCN(C(=O)c2cccs2)CC1
→ -7.8	7.1	1.0	-8.6	-25.4	7.2	34.1	-9.8	10.0
- O=C(O)CN1CCN(Cc2ccccc2)C1=O
→ /	2.4	3.8	-2.0	-8.6	/	/	/	/
- Cc1ccc2c(c1)N(CCC(=O)NCc1ccco1)C(=O)CO2
→ -0.1	2.2	19.7	7.6[fluorescence artefact?]	-17.7	1.1	2.5	-11.6	-18.0
- O=C1C2=C(c3ccccc31)[N+](=O)[C@@H]1CCCC[C@@H]1N2[O-]
→ -10.9	7.7	17.5	2.9	1.6	8.2	12.9	-11.5	-6.8
- O=S(=O)(CCc1nnc(-c2ccc(Br)cc2)o1)c1ccc(Cl)cc1
→ -3.0	3.7	16.5	-4.9	7.4	5.5	-2.9	-6.8	10.6
- CN1CCN(C(=O)c2ccc3c(=O)n(Cc4ccc(Cl)cc4)c(=S)[nH]c3c2)CC1
→ 7.2	6.5	-4.6	-14.8	-6.4	-6.7	-2.6	-31.3	3.9
- CCOC(=O)c1ccc(N=CC2=C(O)CC(C)(C)CC2=O)cc1
→ 5.9	/	/	/	-2.5	-6.1	12.5	-5.0	5.7
- O=C(O)CCC1COc2ccccc2O1 (stereo unspecified)
→ -7.2	1.0	3.6	15.9	-32.3	7.0	-6.0	13.7	10.5
- c1nc2nc3c(c(N4CCOCC4)n2n1)CCCC3
→ /	-2.0	-4.1	-8.0	16.6	/	3.1	24.1	5.4
- CCCOC(=O)C1=C(C)NC2=C(C(=O)CCC2)C1c1cccc(OC)c1OC (stereo unspecified)
→ 2.2	1.5	-5.6	-7.8	3.2	-0.7	-6.0	-23.6	-30.8
- O=C(COc1nnc2ccccn12)N1CCN(S(=O)(=O)c2ccccc2)CC1
→ 13.2	3.2	12.0	-4.1	-8.2	-12.1	-3.2	2.7	13.6
- CCOC(=O)Cn1c(=O)oc2cc(S(=O)(=O)Nc3ccc(F)cc3)ccc21
→ 6.5	6.8	-4.4	-2.7	22.2	-7.3	7.7	-6.3	0.0
- COc1cccc(C(C(=O)NC2CCCC2)N(Cc2ccc(C)cc2)C(=O)c2ccco2)c1OC (stereo unspecified)
→ -6.5	7.5	2.1	-1.2	-14.4	9.7	44.3	-30.5	1.5
- COCc1nnc(NC(=O)c2ccc(S(=O)(=O)N3CCCCCC3)cc2)o1
→ /	8.2	3.2[fluorescence artefact?]	3.5	/	/	-6.8	-9.8	4.8
- COc1ccc(N/N=C(/C#N)S(=O)(=O)c2nsc(C)c2C#N)cc1
→ 2.7	2.4	8.6	37.0	-39.6	-1.3	0.6	-32.4	17.9
- COc1ccc(NC(=O)C2CC(=O)OC23CCCCC3)cc1 (stereo unspecified)
→ 5.3	10.8	-2.0	-11.3	-0.7	-6.2	5.2	-4.3	10.2
- Cn1c(=O)oc2cc(S(=O)(=O)NC3CCN(Cc4ccccc4)CC3)ccc21
→ -0.5	6.0	-1.5	-9.8	-49.1	-0.5	12.8	-18.0	8.1
- CCOc1ccc(N(Cc2cc3cc(OC)ccc3[nH]c2=O)C(=O)C2CCCO2)cc1 (stereo unspecified)
→ 7.4	0.8	4.4	6.4[fluorescence artefact?]	-14.3	-8.3	59.0	-7.6	-12.8
- O=C(CCc1nc(-c2ccccc2)c(-c2ccccc2)o1)OCc1ccc(Cl)cc1
→ -3.2	-5.0	-15.0	-3.6	-7.3	6.1	15.6	18.5	19.2
- CC1CN(C(=O)CN2C(=O)NC3(CCCCCCC3)C2=O)CC(C)O1 (stereo unspecified)
→ 7.3	8.6	-0.5	-11.0	-2.7	-4.6	15.3	-8.1	19.6
- CCOc1ccc2[nH]c(=O)c(CN(Cc3nnnn3CCc3ccccc3)CC3CCCO3)cc2c1 (stereo unspecified)
→ 5.8	5.1	6.6	-5.3	5.7	-2.4	1.7	-24.8	10.8
- N#Cc1nc(-c2ccccc2Cl)oc1NCc1ccco1
→ 2.5	0.0	-4.0	-1.0	-22.2	-2.9	-12.7	-2.1	9.4
- CCn1c(O)c(/C=C2\C=Nc3ccccc32)sc1=Nc1ccccc1
→ -3.2	/	/	/	/	3.1	3.3	-23.8	9.1
- COc1ccc2nc(SCC(=O)N3CC(=O)Nc4ccccc43)c(C#N)cc2c1
→ -8.7	/	/	/	11.8	8.4	27.6	-12.9	-12.0
- CCCCCCC(=O)N(O)C1CC(=O)N(c2ccccc2)C1=O (stereo unspecified)
→ -10.6	8.3	9.3	-2.4	-1.9	10.1	25.3	-8.2	10.8
- CCOC(=O)C1=C(C)N=C2SC(C)C(=O)N2C1c1ccc(OC(C)=O)c(OC)c1 (stereo unspecified)
→ -4.1	/	/	/	5.3	2.4	-11.2	2.6	-6.6
- COC(=O)C1(C)NC(c2cccs2)C2C(=O)N(c3ccccc3F)C(=O)C21 (stereo unspecified)
→ -1.6	7.4	0.3	-1.3	13.7	5.5	-40.8	12.1	11.1

Individual results from the list.
VCAM1 TNFa inh with CCOc1ccc2[nH]c(=O)c(CN(Cc3nnnn3CCc3ccccc3)CC3CCCO3)cc2c1 (stereo unspecified) stands at 10.8
F-actin modifier with CCn1c(O)c(/C=C2\C=Nc3ccccc32)sc1=Nc1ccccc1 stands at 3.3
Candida biofilm with COC(=O)C1(C)NC(c2cccs2)C2C(=O)N(c3ccccc3F)C(=O)C21 (stereo unspecified) stands at 7.4
VCAM1 TNFa inh with CCCCCCC(=O)N(O)C1CC(=O)N(c2ccccc2)C1=O (stereo unspecified) stands at 10.8

A section from the list above, for reference:
Every second line gives: sEH inhibitor	Candida biofilm	Smad3 FoxH1 inh	ERb coact inh	HUVEC tox IL1B	sEH act	F-actin modifier	TNFa cytotox	VCAM1 TNFa inh
- COC(=O)c1ccc(NC(=S)NC(=O)c2cc(-c3ccccc3)nc3ccccc23)cc1
→ -1.8	/	/	/	16.7	0.9	-8.6	3.0	8.3
- CCOC(=O)c1sc(NC(=O)c2cc(-c3ccccc3)nc3ccccc23)c(C#N)c1C
→ -3.1	/	/	/	-14.3	3.2	-6.0	7.2	-4.8

Remaining list, next part
Every second line gives: sEH inhibitor	Candida biofilm	Smad3 FoxH1 inh	ERb coact inh	HUVEC tox IL1B	sEH act	F-actin modifier	TNFa cytotox	VCAM1 TNFa inh
- CCCCCC(=O)Nc1ccc(Cc2ccncc2)cc1
→ 62.3	8.3	-11.2	13.1	-5.9	-62.4	4.9	-6.2	-3.7
- Cc1ccc(Oc2cc(C)nc(-c3ccccc3O)n2)cc1
→ /	4.8	4.6	1.9[fluorescence artefact?]	-1.9	/	1.4	-15.9	8.3
- COCCNC(=O)COc1ccc(Nc2ccccc2)cc1
→ /	2.9	1.4	9.5	-4.6	/	-11.6	-2.4	16.5
- O=C(C1CCCCN1S(=O)(=O)c1ccccc1)N1CCN(Cc2ccccc2)CC1 (stereo unspecified)
→ -2.6	4.1	13.8	-13.3[fluorescence artefact?]	-45.4	1.7	-12.5	3.7	-20.6
- COc1cc(NS(=O)(=O)c2ccc(NC(C)=O)cc2)ncn1
→ -9.8	2.8	8.9	-1.6	-3.9	6.0	-3.6	-14.1	5.2
- O=C(C1CCC1)N1CCc2cc(S(=O)(=O)Nc3ccc4c(c3)OCO4)ccc21
→ -0.8	6.3	8.6[fluorescence artefact?]	-4.1	1.3	0.3	-12.5	-17.4	-1.6
- CCOC(=O)c1ccccc1NC(=O)N[C@@H](C)C(=O)OC
→ 1.4	-2.2	-5.1	4.3	-5.3	0.5	-10.1	42.4	24.9
- Cc1c([N+](=O)[O-])c(C(=O)Nc2ccc3c(c2)OCCO3)nn1C
→ -9.8	/	/	/	7.9	12.3	7.1	-12.2	-3.9
- COc1ccc(O)c(-c2[nH]ncc2C(=O)c2ccccc2C)c1
→ -12.6	0.9	-12.7	-7.3[fluorescence artefact?]	-5.7	14.0	29.0	-25.8	-12.1

These rows are one share of the data. The share of hits here may be higher or lower than overall.
